TRPC4 potent: TRPC4 (mouse) allosteric potentiation; Q9QUQ5; HEK293 TRPC4beta/mu-opioid, DAMGO EC20, Fluo-4 Ca2+ flux; active compounds read high; B-score at 10 µM; 0.42% of 310,000 active;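 active = B-score of calcium response area above 5 SD of library B-scores, with initial fluorescence ratio within 5 SD of library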;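 also: B-score of integrated fluorescence ratio over time as area under calcium response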
Target sequence (Q9QUQ5 whole entry, looked up): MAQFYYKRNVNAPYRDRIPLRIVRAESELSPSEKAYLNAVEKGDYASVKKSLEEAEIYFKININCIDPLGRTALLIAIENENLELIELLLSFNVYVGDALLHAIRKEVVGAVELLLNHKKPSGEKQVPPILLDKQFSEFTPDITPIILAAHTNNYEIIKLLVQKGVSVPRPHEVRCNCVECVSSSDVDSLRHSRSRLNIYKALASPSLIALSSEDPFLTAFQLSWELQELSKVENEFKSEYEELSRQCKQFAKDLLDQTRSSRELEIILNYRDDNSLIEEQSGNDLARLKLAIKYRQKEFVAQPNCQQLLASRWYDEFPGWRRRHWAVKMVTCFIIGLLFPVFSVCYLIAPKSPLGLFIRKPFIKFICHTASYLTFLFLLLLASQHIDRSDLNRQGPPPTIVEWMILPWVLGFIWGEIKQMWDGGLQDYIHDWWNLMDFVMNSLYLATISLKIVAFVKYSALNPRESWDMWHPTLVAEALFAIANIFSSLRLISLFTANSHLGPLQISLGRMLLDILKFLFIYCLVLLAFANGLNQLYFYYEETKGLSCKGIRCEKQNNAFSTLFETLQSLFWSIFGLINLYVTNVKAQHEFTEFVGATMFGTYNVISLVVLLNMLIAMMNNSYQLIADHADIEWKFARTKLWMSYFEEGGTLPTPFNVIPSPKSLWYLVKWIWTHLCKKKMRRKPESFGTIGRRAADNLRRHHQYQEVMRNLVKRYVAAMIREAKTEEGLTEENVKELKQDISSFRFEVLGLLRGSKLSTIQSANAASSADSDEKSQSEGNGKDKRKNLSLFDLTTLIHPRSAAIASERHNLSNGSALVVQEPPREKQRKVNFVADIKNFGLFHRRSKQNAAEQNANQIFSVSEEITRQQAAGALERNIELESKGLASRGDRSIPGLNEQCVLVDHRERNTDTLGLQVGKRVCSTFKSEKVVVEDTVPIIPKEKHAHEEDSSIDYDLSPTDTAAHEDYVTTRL
TMEM16A inh: blocks the mouse calcium-activated chloride channel TMEM16A; normalized B-score (activity score, 25-100; higher = stronger inhibition) at 10 µM; Q8BHY3; 1.2% of 310,000 active; HEK293 TMEM16A/YFP iodide influx fluorescence, ionomycin; AID 588511;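 active = ratio plate-corrected score three or more library SD toward inhibition, starting fluorescence score within five deviations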;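 also: score derived from kinetic fluorescence span divided by baseline fluorescence per well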
MrgX1 ag: activates human MrgX1 receptor signaling | Q96LB2 | MrgX1-HEK293 cells, Fluo-4 calcium fluorescence, agonist mode; active compounds read high | B-score at 10 µM | 0.44% of 310,000 active;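 active = calcium response B-score plate-corrected fluorescence ratio at least 3 library SD, with starting fluorescence B-score inside 5 SD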
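System – MrgX1-expressing HEK293 cells · Incubation – cells plated overnight, dye loaded 0.5 h 37 °C, 0.5 h room temperature · Technique – kinetic Fluo-4 NW fluorescence of intracellular calcium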
MrgX1 antag: human MrgX1 receptor antagonism, primary screen; MRGX1-HEK293 calcium flux, Fluo-4, BAM8-22 antagonism; active compounds read low; B-score at 10 µM; 1.3% of 310,000 active; AID 588676;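 active = calcium-response B-score plate-corrected more than 3 library SD below zero, starting fluorescence within 5 deviations, no agonist response on first addition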;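 also: peak minus trough fluorescence over baseline after final BAM8-22 challenge near maximal dose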
TRPC4 act: opens the mouse TRPC4 cation channel | Q9QUQ5 | HEK293 TRPC4beta/mu-opioid, Fluo4 calcium fluorescence; active compounds read high | B-score at 10 µM | 0.49% of 310,000 active | AID 2237;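 active = B-score above 5 SD of library B-scores, and initial fluorescence ratio not above library mean plus 5 SD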;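 also: positive B-score marks a calcium rise read as TRPC4 activation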
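Test system: HEK293 cells stably co-expressing mouse TRPC4beta and mu-opioid receptor | Schedule: Fluo4 dye loading 45 min at room temperature, 110 s recording | Measured by: Kinetic Fluo4 calcium fluorescence, 5 s baseline at 1 Hz | Evaluation: B score of integrated ratio | Controls: Buffer (low) and maximal DAMGO (high)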
ANO1 activ: activators or potentiators of mouse TMEM16A chloride channel | AID 623877 | B-score at 10 µM | HEK293 TMEM16A/YFP-H148Q/I152L, iodide quench fluorescence; active compounds read low | 0.3% of 340,000 active | Q8BHY3;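 active = fluorescence-ratio B-score plate-corrected deviation score at least 3 library SD below zero, with starting fluorescence score within 5 deviations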;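 also: channel opened by trigger with iodide after compound preincubation; score built on the fluorescence ratio of max minus min over baseline; more negative score means more quench and so TMEM16A activation or potentiation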
TRPC6 inhibitor: inhibitors of mouse TRPC6 channel. Q61143. HEK293-TRPC6, membrane potential dye, ACh-evoked depolarization; active compounds read low. B-score at 10 µM. 1.1% of 310,000 active. AID 2553;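 active = B-score under library mean minus 3 SD, initial fluorescence not abnormally high, positive integrated signal ratio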;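 also: B-score derived from integrated fluorescence ratio over the kinetic read; more negative B-score means stronger inhibition of depolarization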
TRPC6 act: activators of mouse TRPC6 channel; Q61143; HEK293-TRPC6 membrane potential dye fluorescence; active compounds read high; B-score at 10 µM; 0.13% of 310,000 active; AID 2550;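 active = B-score of the integrated fluorescence ratio above library mean plus 3 SD, and starting fluorescence ratio within library mean plus 5 SD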;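 also: higher score means more depolarization so channel activation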
SKKanGAS inh: SKKanGAS growth inhibition; S. pyogenes SKKanGAS, kanamycin growth, BacTiter-Glo, 6 h; inhibition, % at 7.5 µM; 1.3% of 300,000 active; AID 1662;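 active = mean replicate score, as percent of positive control median, at least 50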;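 also: strain carries kanamycin resistance gene driven by streptokinase promoter and grows in 40 µg/ml kanamycin; loss of luminescence reflects streptokinase promoter inhibition or plain growth inhibition; 0% = median of DMSO wells and 100% = positive control at its reference dose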
TRPC4 block: blocks the mouse TRPC4 cation channel; Q9QUQ5; HEK293 TRPC4beta/mu-opioid, DAMGO-evoked Fluo4 calcium flux; active compounds read low; B-score at 10 µM; 0.39% of 300,000 active;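 active = B-score over 3 SD under the library average, no early fluorescence shift, positive overall ratio signal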
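Assay system: HEK293 cells with stable TRPC4beta plus mu-opioid receptor expression; Probe or stimulus: DAMGO in two steps, submaximal then maximal; Dosing: single-point compound dosing; Measured by: Fluo4 calcium-dye fluorescence, kinetic read; Read-out basis: B score from integrated Fluo4 fluorescence ratio.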
MrgX1 allo act: allosterically activates human MrgX1 receptor signaling; 0.63% of 310,000 active; Q96LB2; MrgX1-HEK293, Fluo-4 calcium flux, FDSS; active compounds read high; B-score at 10 µM; AID 588675;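 active = plate-corrected calcium response at least 3 library SD above typical, normal starting fluorescence, not activating the receptor alone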;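 also: compound read alongside a low EC10 to EC30 dose of BAM8-22 agonist; peak minus trough fluorescence over baseline measured at the second addition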
Active calls of the source: *; i = inactive; . = not tested or not shown. This is a random part of the collection (roughly 6.7% active in at least one column).

Structure	SKKanGAS inh	TRPC4 act	TRPC4 block	TRPC6 inhibitor	TMEM16A inh	MrgX1 ag	MrgX1 antag	TRPC6 act	ANO1 activ	MrgX1 allo act	TRPC4 potent
O=C(O)CCc1c(C(=O)O)[nH]c2ccccc12	3.5	i	i	i	i	i	i	i	-15.8*	i	i
Clc1ccc(CSc2nnc(CN3CCOCC3)n2-c2ccccc2)cc1Cl	-9.9	i	i	i	i	i	i	i	i	i	i
O=C1CC[C@@H](CN(Cc2ccccn2)Cc2nc(Cc3cccc(C(F)(F)F)c3)no2)N1	-22.2	i	i	i	i	i	i	i	i	i	i
CCOc1ccccc1OCCn1nnc2ccccc21	-0.5	i	i	i	i	i	i	i	i	i	i
COc1cc(CCC(=O)Nc2ccc(C)c(S(=O)(=O)N(C)C)c2)cc(OC)c1OC	-3.4	i	i	i	i	i	i	i	i	i	i
CCOc1cc(C(=O)Nc2nnc(C)s2)cc(OCC)c1OCC	-3.7	i	i	i	i	i	i	i	i	i	i
CCCCCCOc1ccc(/C(N)=N/O)cc1	-11.8	i	i	i	i	i	i	i	i	i	i
Cc1ccc(NC(=O)CC2=NC(=O)C(CC(=O)Nc3ccccc3F)S2)cc1 (centres undefined)	1.5	i	i	i	i	i	-4.91*	i	i	i	i
CC(=O)N1C2CCCCC2S[C@H]2CCCCC21 (some centres undefined)	-5.4	i	i	i	i	i	i	i	i	i	i
O=C1CS/C(=N/N=C/c2ccc(OS(=O)(=O)c3ccccc3)cc2)N1	5.8	i	i	i	i	i	i	i	i	i	i
O=C(c1cc(-c2ccncc2)nc2ccccc12)N1CCN(S(=O)(=O)/C=C/c2ccccc2)CC1	8.3	i	i	i	i	i	i	i	i	i	i
COc1ccc([N+](=O)[O-])cc1-n1cccc1	14.7	i	i	i	i	i	i	i	i	i	i
COc1ccc(CCNC(=O)C2CC(=O)N(c3ccc(Br)cc3)C2)cc1OC (centres undefined)	1.5	i	i	i	i	i	i	i	i	i	i
C/C(=N\NC(=O)COc1ccccc1-c1ccccc1)c1ccccn1	83.3*	i	i	i	i	i	i	i	i	i	i
CCOc1ccccc1CNC(=O)c1ccc(NC(=O)C2=C(C)OCCS2)cc1	35.3	i	i	i	i	i	i	i	i	i	i
CC(=O)N1N=C(c2ccc(C)o2)CC1c1ccc(Br)cc1 (centres undefined)	2.9	i	i	i	i	i	i	i	i	i	i
CCOC(=O)N1CCC(Nc2c(NCCCN3CCN(C4CCCCC4)CC3)c(=O)c2=O)CC1	-2.9	i	i	i	i	i	i	i	i	i	i
Cc1ccc(C(=O)N2CCN(c3ccccc3F)CC2)cc1S(=O)(=O)N1CCOCC1	4.9	i	i	i	i	i	i	i	i	i	i
Cc1cc(C)c(C#N)c(SCc2ccc(F)cc2)n1	22.8	i	i	i	i	i	i	i	i	i	i
Cc1cnc(CN2CCc3c([nH]c4ccccc34)C2CC(C)C)[nH]1 (centres undefined)	20.0	i	i	i	i	i	i	i	i	i	i
COc1ccc(CCNC(=O)C(=O)NCC2OCCN2S(=O)(=O)c2ccc(OC)c(OC)c2)cc1 (centres undefined)	-8.6	i	i	i	i	i	i	i	i	i	i
COc1ccc(-n2c(SCC(=O)Nc3ccc4c(c3)OCO4)nc3c(c2=O)SCC3)cc1	2.0	i	i	i	i	i	i	i	i	i	i
C/C(CC(=O)Nc1ccccn1)=N\NC(=O)Cc1cccc2ccccc12	-2.6	i	i	i	i	i	i	i	i	i	i
CCc1nnc(NC(=O)CCN2C(=O)C3CCCCC3C2=O)s1 (centres undefined)	12.5	i	i	i	i	i	i	i	i	i	i
CCc1nc(N2CCN(C(C)=O)CC2)c2c3c(sc2n1)CC(C(C)(C)C)CC3 (centres undefined)	7.4	i	i	i	i	i	i	i	i	i	i
Cc1cccc(C)c1NC(=O)CSc1nnc(C)n1-c1ccccc1	3.7	i	i	i	i	i	i	i	i	i	i
C=C(C)C1(O)OC(=O)C=C1OC (centres undefined)	8.6	i	i	i	i	i	i	i	i	i	i
COc1ccc(OC)c(C(c2nnnn2C2CCCC2)N2CCc3ccccc3C2)c1 (centres undefined)	-13.7	i	i	i	i	i	i	i	i	i	i
CC[C@H](C)[C@H](NC(N)=O)C(=O)Nc1ccc(OC)c(Cl)c1	-3.4	i	i	i	i	i	i	i	i	i	i
CC(=O)Nc1ccc(NC(=O)CSc2ccc(C(F)(F)F)cc2[N+](=O)[O-])cc1	-7.7	i	i	i	i	i	i	i	i	i	i
C=CCc1ccccc1OCC(=O)N/N=C/c1ccccc1OCC	1.3	i	i	i	i	i	i	i	i	i	i
Cc1ccc(C(C(=O)NC2CCCCC2)N(C(=O)Cc2c[nH]c3ccccc23)c2ccccc2C)o1 (centres undefined)	-8.0	i	i	i	i	i	i	i	i	i	i
CN(c1ccc(C(=O)N2CCc3ccccc3C2)cc1)S(C)(=O)=O	-5.3	i	i	i	i	i	i	i	i	i	i
Cc1ccccc1C(=O)OCn1nnc2ccccc2c1=O	-6.1	i	i	i	i	i	i	i	i	i	i
FC(F)(F)c1cccc(N2CCN(CC3CC4C=CC3C4)CC2)c1 (centres undefined)	-15.7	i	i	i	i	i	i	i	i	i	i
Cc1ccc(N2CCN(S(=O)(=O)N3CCCCC3)CC2)cc1Cl	-1.7	i	i	i	i	i	i	i	i	i	i
O=c1n(Cc2ccccc2)c2cc(Cl)cnc2n1Cc1ccccc1	39.8	i	i	i	i	i	i	i	i	i	i
COc1ccc(-n2cc(CNCCc3nc(C)cc(C)n3)c(-c3ccccc3Cl)n2)cc1	-3.4	i	i	i	i	i	i	i	i	i	i
Cc1ccc(N2CCN(C(=O)c3ccccc3NC(=O)c3ccccc3C(=O)O)CC2)cc1	4.8	i	i	i	i	i	i	i	i	i	i
CCN(C(=O)CN1C(=O)S/C(=C\c2ccc(F)cc2)C1=O)C1CCS(=O)(=O)C1 (centres undefined)	0.8	i	i	i	i	i	i	i	i	i	i
Cc1nn(CC(=O)NCc2ccc(Cl)cc2)c(C)c1[N+](=O)[O-]	4.8	i	i	i	i	i	i	i	i	i	i
O=C(COC(=O)c1n[nH]c2ccccc12)NC(=O)NC12CC3CC(CC(C3)C1)C2	-4.5	i	i	i	i	i	i	i	i	i	i
Cc1ccc2c(c1)N(C(=O)CCC(=O)N1CCN(c3ccccn3)CC1)CC(C)O2 (centres undefined)	-2.4	i	i	i	i	i	i	i	i	i	i
Cc1cc(-n2c(SCC(=O)NCc3cccs3)nc3n[nH]c(C)c3c2=N)ccc1Cl	23.9	i	i	i	i	i	i	i	i	i	i
CCOc1cc(N2CCOCC2)c(OCC)cc1NC(=O)COc1ccc2ccc(=O)oc2c1	3.6	i	i	i	i	i	i	i	.	i	i
COc1ccc(Cl)cc1C(=O)NNC(=O)CSc1nnc2ccccn12	2.8	i	i	i	i	i	i	i	i	i	i
CS(=O)(=O)N(CC(=O)Nc1ccc(S(=O)(=O)N2CCCC2)cc1)c1ccccc1F	-5.0	i	i	i	i	i	i	i	i	i	i
Cc1cccc(NC(=O)C2CCN(C(=O)c3ccco3)CC2)c1C	2.0	i	i	i	i	i	i	i	i	i	i
CCC(=O)N1CCCC(C(=O)c2ccc(-c3ccccc3)cc2)C1 (centres undefined)	12.3	i	i	i	i	i	i	i	i	i	i
CCN(Cc1ccccc1)S(=O)(=O)c1ccc(C(=O)Nc2nnc(C3CC3)o2)cc1	97.6*	i	i	i	i	i	i	i	i	i	i
Oc1c(Cl)cc(Cl)cc1/C=C/c1ccc2cccc(O)c2n1	102.2*	i	i	i	i	i	-7.73*	i	i	i	i
Cc1cc(C(=O)OCC(=O)Nc2ccc(S(=O)(=O)N3CCOCC3)cc2)c(C)o1	-1.1	i	i	i	i	i	i	i	i	i	i
COc1ccc(CCC(=O)N2CCCSC2=Nc2ccc(C(C)=O)cc2)cc1	-1.3	i	i	i	i	i	i	i	i	i	i
CSc1ccc(S(=O)(=O)NC2CC3CCC2C3)cc1 (centres undefined)	0.2	i	i	i	i	i	i	i	i	i	i
COc1cc(C(=O)NCCCCCCNC(=O)c2cc(OC)c(OC)c(OC)c2)cc(OC)c1OC	-0.6	i	i	i	i	i	i	i	i	i	i
Cc1ccc(N2CC(C)Cn3c2nc2c3c(=O)[nH]c(=O)n2C)cc1C (centres undefined)	12.8	i	i	i	i	i	i	i	i	i	i
COc1cccc(NC(=O)NC2CCN(CC(=O)Nc3ccccc3[N+](=O)[O-])CC2)c1	7.3	i	i	i	i	i	i	i	i	i	i
Cc1cc(C(=O)COC(=O)c2ccc3c(c2)NC(=O)CS3)c(C)n1CCc1ccc(Cl)cc1	8.2	i	i	i	i	i	i	i	i	i	i
CCc1cc2cc(C)c(C)cc2nc1SCC(=O)Nc1cc(C)on1	1.8	i	i	i	i	i	i	i	i	i	i
COCCNc1nnc(SCC(=O)Nc2cc(-c3ccccc3)nn2-c2ccccc2)s1	15.8	i	i	i	i	i	i	i	i	i	i

The list continues.
Structure	SKKanGAS inh	TRPC4 act	TRPC4 block	TRPC6 inhibitor	TMEM16A inh	MrgX1 ag	MrgX1 antag	TRPC6 act	ANO1 activ	MrgX1 allo act	TRPC4 potent
c1ccc(Sc2ncnc3ccccc23)cc1	-15.7	i	i	i	i	i	i	i	i	18*	i
Cc1c(N2C(=O)CSC23C(=O)Nc2ccccc23)c(=O)n(-c2ccccc2)n1C (centres undefined)	-13.5	i	i	i	i	i	i	i	i	i	i
Cc1ccccc1N1CCN(C2CCCN(C(=O)c3cc(C(C)C)[nH]n3)C2)CC1 (centres undefined)	-1.2	i	i	i	i	i	i	i	i	i	i
O=C(CCNS(=O)(=O)c1ccc(Br)cc1)NCc1cccs1	14.0	i	i	i	i	i	i	i	i	i	i
